NPSR antagonist: antagonists of human neuropeptide S receptor cAMP signaling; Q6W5P4; CHO-NPSR cells, cAMP TR-FRET, antagonist mode; Potency, µM (highest dose often 38.3 µM), for inactives: top-dose activity change, negative = inhibition, most hits filed as inhibitors; 220,000 tested, 1% active; AID 1461; note: % is set by controls: 0 for no effect and ±100 for the full control effect; nearly all actives have a fitted effect of over 50% in size; many of its hits are not listed in these tables
Target sequence (Q6W5P4 whole entry, looked up): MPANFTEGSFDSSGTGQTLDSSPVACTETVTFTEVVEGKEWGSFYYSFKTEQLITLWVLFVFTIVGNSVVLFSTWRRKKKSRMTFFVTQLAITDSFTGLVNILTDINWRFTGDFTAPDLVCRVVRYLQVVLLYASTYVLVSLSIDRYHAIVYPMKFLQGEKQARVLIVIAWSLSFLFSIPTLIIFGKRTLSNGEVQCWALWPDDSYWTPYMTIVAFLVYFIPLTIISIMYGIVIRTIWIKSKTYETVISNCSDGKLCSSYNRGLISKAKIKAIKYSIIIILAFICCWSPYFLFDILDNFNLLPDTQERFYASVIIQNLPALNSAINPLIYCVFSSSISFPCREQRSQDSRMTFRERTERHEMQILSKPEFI
Epigenetic reg: derepresses silenced GFP reporter in murine cells | murine LDR cells, GFP reporter derepression, 30 h | Potency, µM (titrated, usually from 53.9 µM), without a hit: at the highest dose GFP activation, hits mostly activators | 280,000 tested, 0.2% active; note: % of control where 0% means no effect; nearly all actives have a fitted effect of over 60% in size
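Readout is the number of GFP-expressing murine LDR cells, counted by cytometry following washing. Cells were treated with compound for 30 h at 37 C; the stably integrated CMV-GFP locus is normally silent.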
GAA inh: alpha-glucosidase (human) inhibition; P10253; purified human GAA, 4-MU-alpha-glucoside fluorescence; Potency, µM (top dose mostly 76.9 µM), inactives show at the highest dose activity change, negative = inhibition, usual class: inhibitors; 200,000 tested, 0.005% active;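 note: plate controls were uninhibited enzyme wells for no effect and no-enzyme background for full effect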
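Compounds are titrated up to 77 uM against 4 nM human enzyme. Substrate 4-methylumbelliferyl-alpha-D-pyranoside (400 uM) reacts 20 min at room temperature in pH 5.0 buffer; liberated 4-methylumbelliferone is read at 440 nm.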
GAA spleen mod: inhibits or activates alpha-glucosidase in human spleen homogenate; P10253; human spleen homogenate, 4-MU-alpha-glucoside fluorescence; Potency, µM (doses to about 79.9 µM), inactives show top-dose activity change, negative = inhibition, most hits filed as inhibitors; 240,000 tested, 0.006% active;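 note: 0% = enzyme with vehicle and -100% = no enzyme basal signal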
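Enzyme source: human spleen homogenate, 1 ug/well. Buffer 50 mM citric acid/K phosphate pH 5.0, 0.01% Tween-20. 4-MU-alpha-glucoside 1 mM; 37 C x 40 min; NaOH/glycine stop; fluorescence.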
GAA glycogen: inhibitors or activators of human alpha-glucosidase glycogen cleavage; Potency, µM (top dose mostly 76.4 µM), for the others: top-dose activity change, negative = inhibition, usual class: inhibitors; 300,000 tested, 0.38% active; P10253; AID 2100; recombinant GAA, glycogen substrate, Amplex Red glucose oxidase fluorescence;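 note: 0% = full enzyme reaction and -100% = no-enzyme basal signal; the screen sought inhibitors and activators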
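Recombinant human alpha-glucosidase (4 nM final) hydrolysed bovine liver glycogen (30 ug) for 40 min at 37 C in pH 5.0 citrate/phosphate with 0.01% Tween-20. Released glucose detected by glucose oxidase/Amplex Red, Ex 573/Em 610 nm. Compounds up to 77 uM; AC50 from Hill fits.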
GLA spleen mod: inhibits or activates alpha-galactosidase in human spleen homogenate | P06280 | Potency, µM (highest dose often 80 µM), for inactives: at the highest dose activity change, negative = inhibition, usual class: inhibitors | 240,000 tested, 0.008% active | human spleen homogenate, 4MU-alpha-Gal fluorescence, 40 min;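 note: 0% = enzyme with vehicle and -100% = no enzyme basal signal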
Target sequence (P06280 32-429 limits assumed): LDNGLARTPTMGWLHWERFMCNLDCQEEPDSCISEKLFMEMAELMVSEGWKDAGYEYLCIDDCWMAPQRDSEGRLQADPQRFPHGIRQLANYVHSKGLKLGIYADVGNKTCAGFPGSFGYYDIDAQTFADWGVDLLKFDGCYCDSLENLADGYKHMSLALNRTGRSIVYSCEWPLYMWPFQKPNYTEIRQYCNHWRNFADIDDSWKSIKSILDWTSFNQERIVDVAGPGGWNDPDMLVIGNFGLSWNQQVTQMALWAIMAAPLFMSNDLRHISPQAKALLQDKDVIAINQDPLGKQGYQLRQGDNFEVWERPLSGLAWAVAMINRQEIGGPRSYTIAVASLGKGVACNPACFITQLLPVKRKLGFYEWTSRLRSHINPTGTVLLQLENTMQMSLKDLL
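Human spleen homogenate (1 ug) as enzyme source, 4-methylumbelliferyl-alpha-D-galactopyranoside 1 mM final, citrate/phosphate pH 5.0 with 0.01% Tween-20. Compounds 40 min at 37C, NaOH/glycine stop; fluorescence Ex 365/Em 440, Hill-fit AC50.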
Tau fluor cs: counter-screen for tau fibril formation inhibitors. tau K18 P301L (four-repeat tau fragment) Alexa594 fluorescence, heparin fibrillization. AID 1463. Potency, µM (top dose mostly 57.7 µM), for the others: at the top dose activity change, negative = decrease. 280,000 tested, 0.93% active; note: % is set by controls: 0 for no effect and ±100 for the full control effect; nearly all actives have a fitted effect of over 55% in size
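Human K18 P301L tau (15 uM unlabeled plus 0.24 uM Alexa 594-labeled, final) in 100 mM sodium acetate pH 7 was mixed with compound and 20 uM heparin and incubated 6 hr at 37 C.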
ALDH1A1 inh: ALDH1A1 (human) enzyme inhibition. P00352. Purified ALDH1A1, NADH fluorescence, propionaldehyde substrate. Potency, µM (titrated, usually from 75.3 µM), for inactives: at the highest dose activity, negative = inhibition, hits mostly inhibitors. 220,000 tested, 7.3% active; active = well fitted inhibition curve with a large enough effect, not every such curve was filed as active; inconclusive = small, poorly fitted or top-dose-only effect, or another doubt; inactive = no such curve, though single readings can be large or run the other way;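 note: plate controls were no enzyme wells and a reference inhibitor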
The depositor's hits bear a star; ? = inconclusive; . = not tested or not shown; & = joins results of further samples; [ ] = remark or other dose. Unless noted, calls come from the whole dose curve; as a rule, active = well fitted curve in the direction sought with a large enough effect; inconclusive = small, poorly fitted or top-dose-only effect, or another doubt; inactive = no such curve, though single readings can be large; an effect the other way counts as inactive or inconclusive. Potency is the fitted concentration of half-maximal effect.

SMILES	NPSR antagonist	Epigenetic reg	GAA inh	GAA spleen mod	GAA glycogen	GLA spleen mod	Tau fluor cs	ALDH1A1 inh
CC(C)CNC(=O)COC(=O)c1cc(S(=O)(=O)N2CCCCC2)ccc1N1CCOCC1	-4.6%[46.1 µM]	-5.4%	3.6%	-0.8%	-0.1%	-2.7%	-3.1%	?
CCOc1c(Cl)cnn(-c2ccc(C)cc2)c1=O	-12.5%[46.1 µM]	-1.3%	3.2%	-5.4%	12.1%	2.7%	-19.4%	-6.9%
COc1cc(C(=O)NCC(=O)OCCN2C(=O)c3ccccc3C2=O)cc(OC)c1OC	9.8%	-2.2%	-12.3%	.	-6.9%	-1.2%	-5.8%	-15.4%
CCOC(=O)C(NC(=O)CC)(Nc1ccccc1OC)C(F)(F)F (stereo unspecified)	2.5%[46.1 µM]	-5.1%	-10.2%	1.4%	-13.4%	-2.8%	-1.2%	0.9%
COc1ccc(NCc2n[nH]nc2-c2ccccc2)cc1Cl	-24.4%[46.1 µM]	-1.1%	4.8%	-4.8%	-13.4%	-15.3%	?	?
O=C1Cc2c([nH]c3ccc(Br)cc23)-c2ccccc2N1	-4.2%[46.1 µM]	?	.	-5.3%&1.1%&1.9%	.	-4.0%&9.8%&6.1%	?	10.3%&-1.8%
O=C(c1ccc(Cl)cc1)N1CCN(C(=O)c2ccco2)CC1	-6.2%[46.1 µM]	-1.1%	?	-11.4%	7.5%	-7.7%	-15.8%	25.1µM*
O=P(CCCCCCCCCP(=O)(c1ccccc1)c1ccccc1)(c1ccccc1)c1ccccc1	12.6µM*	-1.0%	?	-3.6%	-5.4%	5.3%	-11.8%	?
CC1(c2cccc([N+](=O)[O-])c2)CC(C)(C)N(C(=O)c2ccccc2)c2ccccc21 (stereo unspecified)	?	-1.0%	-0.9%	-14.5%	7.0%	-6.7%	-2.7%	0.5%
S=c1[nH]nc(C(c2ccccc2)C2CCCCC2)o1 (stereo unspecified)	-4.1%	-1.7%	.	-3.7%	-11.6%	-19.1%	-3.7%	.
CCNC(=S)Nc1cc(OC)c(NC(=O)c2ccco2)cc1OC	8.0%	0.9%	.	5.8%	-25.0%	5.2%	1.8%	4.0%
CCOc1ccc(-n2cc(C(=O)N3CCC(C)CC3)c3cc(OC)c(OC)cc3c2=O)cc1	-9.9%[46.1 µM]	0.7%	-11.3%	1.6%	8.2%	2.6%	-0.5%	10.1%
O=[N+]([O-])c1cc(/C=N/N2CCN(c3ccccc3)CC2)ccc1Cl	-6.7%	1.6%	-1.4%	-13.1%	8.0%	-7.3%	-15.4%	-8.9%
Cc1cccc(OC(=O)C2C(c3ccccc3)C(C(=O)O)C2c2ccccc2)c1 (stereo unspecified)	-12.8%[46.1 µM]	-0.1%	-2.6%	-0.7%	-9.6%	4.4%	1.8%	?
CC1(C)CC2(CC(c3ccccc3)c3ccc(O)cc3O2)NC(=S)N1 (stereo unspecified)	-4.4%	0.2%	-3.9%	-0.1%	-15.5%	5.7%	-2.4%	7.2%
CCN(CC1COc2ccccc2O1)S(=O)(=O)c1ccc(C)cc1 (stereo unspecified)	2.7%	-0.2%	-1.3%	3.0%	0.2%	3.2%	-20.6%	0.7%
O=C(CSc1nc(C2CCCCC2)n(-c2ccccc2)n1)NCC(F)(F)F	-8.1%	1.0%	-6.0%	-11.5%	-9.2%	1.2%	-9.0%	0.4%
COc1ccc(CC2S/C(=C(\C#N)C(=O)NCc3ccco3)N(c3ccc(C)cc3)C2=O)cc1 (stereo unspecified)	-9.2%[46.1 µM]	-1.0%	-4.6%	-1.1%	1.3%	-4.8%	4.1%	-9.9%
Clc1ccc(-c2nnc(SCc3ccon3)o2)c(Cl)c1	-25.6%[46.1 µM]	-0.8%	2.9%	0.9%	-0.7%	1.6%	-5.6%	-0.4%
CCCCn1c(=O)n(CC(=O)Nc2ccc(OC)c(Cl)c2)c(=O)c2c1nc(CO)n2CCC	-10.6%[46.1 µM]	0.0%	-11.0%	-3.6%	4.2%	1.4%	-8.2%	?
CN(C)c1nc(C(=O)OCCO)nc(N(C)C)n1	1.0%[46.1 µM]	1.5%	-13.5%	8.7%	3.4%	1.8%	-10.5%	0.0%
NNC(=O)c1ccc(NS(=O)(=O)c2ccc(Br)cc2)cc1	-3.8%	1.4%	.	-11.2%	-8.1%	-15.7%	-1.5%	.
NC(=O)C(C(=O)/C=C/c1ccc(Cl)cc1)=C1SCCS1	-1.0%	5.4%	.	9.3%	-2.6%	2.9%	7.9%	.
CN(Cc1ccccc1)c1ncnc(N)c1[N+](=O)[O-]	15.6%	0.0%	-0.9%	-3.9%	10.0%	-1.1%	-7.1%	2.2%
COCc1[nH][nH]c(=O)c1C=Nc1ccc(F)cc1F	-11.0%[46.1 µM]	1.5%	-0.4%	-2.1%	6.1%	0.9%	-4.2%	1.4%

By substructure, the compounds so far containing an NH in an aromatic ring.
SMILES	NPSR antagonist	Epigenetic reg	GAA inh	GAA spleen mod	GAA glycogen	GLA spleen mod	Tau fluor cs	ALDH1A1 inh
COc1ccc(NCc2n[nH]nc2-c2ccccc2)cc1Cl	-24.4%[46.1 µM]	-1.1%	4.8%	-4.8%	-13.4%	-15.3%	?	?
O=C1Cc2c([nH]c3ccc(Br)cc23)-c2ccccc2N1	-4.2%[46.1 µM]	?	.	-5.3%&1.1%&1.9%	.	-4.0%&9.8%&6.1%	?	10.3%&-1.8%
S=c1[nH]nc(C(c2ccccc2)C2CCCCC2)o1 (stereo unspecified)	-4.1%	-1.7%	.	-3.7%	-11.6%	-19.1%	-3.7%	.
COCc1[nH][nH]c(=O)c1C=Nc1ccc(F)cc1F	-11.0%[46.1 µM]	1.5%	-0.4%	-2.1%	6.1%	0.9%	-4.2%	1.4%

Other records follow:
SMILES	NPSR antagonist	Epigenetic reg	GAA inh	GAA spleen mod	GAA glycogen	GLA spleen mod	Tau fluor cs	ALDH1A1 inh
CC(=O)C1=C(O)C(=O)N(CCCCCC(=O)O)C1c1ccc(N(C)C)cc1 (stereo unspecified)	-8.2%[46.1 µM]	0.0%	-3.3%	-3.0%	?	-5.4%	-8.0%	12.2%
O=C(Nc1ccccc1C(=O)NC1CCCCC1)c1ccco1	?	-2.3%	-0.6%	-1.8%	4.0%	1.5%	1.2%	-14.5%
COc1ccc(C(=O)N[C@H](C(=O)NCC2CCCCC2)C(C)C)cc1	-12.0%[46.1 µM]	7.6%	-4.0%	3.9%	6.3%	7.1%	-12.7%	?
CCC1CCC(C(=O)NC(CCSC)C(=O)NCCN(CC(C)C)CC(C)C)CC1 (stereo unspecified)	-18.4%	-0.3%	-7.3%	-6.3%	1.1%	-9.9%	-8.2%	-5.3%
Clc1ccc(C2=C3CCCCn4c(-c5ccccc5)c[n+](c43)C2)cc1	?	1.2%	-2.7%	-10.1%	-22.1%	-8.1%	-10.3%	?
CC(C)Cn1c(SCC(=O)Nc2ncccn2)nc2ccccc21	-1.8%	0.0%	4.8%	2.3%	13.1%	-2.3%	-3.0%	?
COC(=O)c1ccc(N(C(=O)c2ccco2)C(C(=O)NC2CCCC2)c2ccco2)cc1 (stereo unspecified)	-20.9%[46.1 µM]	0.0%	2.8%	0.1%	1.6%	-0.3%	-3.6%	?
CC(=O)Nc1ccc(S(=O)(=O)N2CCN(CC(O)COc3ccc4ccccc4c3)CC2)cc1 (stereo unspecified)	-26.7%[46.1 µM]	-1.0%	?	-6.9%	-4.7%	5.3%	?	?
Cc1ccccc1Nc1nc(N)nc(CSc2nc3ccccc3c(=O)n2CCCO)n1	2.7%[7.67 µM]	2.8%	4.9%	6.4%	4.0%	6.2%	-19.1%	-13.9%
CC1(C)NC(=O)N(c2ccccc2Cl)C1(C)NO (stereo unspecified)	6.2%[46.1 µM]	0.9%	6.0%	-4.1%	-6.3%	6.1%	-0.7%	1.8%
COc1cc(OC)cc(C(=O)N[C@H](C(=O)OCC(=O)Nc2ccc(C)cc2C)C(C)C)c1	-17.6%	-6.4%	5.2%	-0.4%	-7.0%	-2.7%	-13.9%	?
COc1ccc(S(=O)(=O)Nc2nc3c(s2)CCCC3)cc1	1.3%	-1.3%	6.2%	.	0.5%	2.0%	-6.2%	?
O=C(c1ccc(Cl)cc1)N1CCCC(C(=O)N2CCN(c3ccccc3)CC2)C1 (stereo unspecified)	9.6%	-0.9%	.	2.5%	-2.8%	10.1%	-17.1%	.
Cn1c(/C(C#N)=C(\O)CN2CCN(Cc3ccccc3)CC2)nc2ccccc21	-12.1%[46.1 µM]	0.0%	-5.6%	2.5%	9.4%	7.5%	5.4%	?
CCN(CC(=O)NCc1ccc(F)cc1)Cc1nc2cc(Cl)ccc2c(=O)[nH]1	-4.7%[46.1 µM]	6.2%	?	-6.7%	-12.0%	20.7%	8.7%	22.4µM*
O=C(O)C1Cc2c([nH]c3ccccc23)C(c2ccc3c(c2)OCO3)N1 (stereo unspecified)	-0.2%[46.1 µM]	0.0%	0.8%	-1.3%	-23.8%	2.7%	-3.9%	7.5%
Cc1nn(-c2ccccc2)c(Cl)c1C(=O)NCC(C)C	-2.7%[46.1 µM]	2.9%	-4.1%	-5.2%	1.6%	-7.4%	-13.5%	10.7%
Cn1c(=O)c2c(nc3sccn32)n(C)c1=O	13.4%	-1.0%	8.7%	6.4%	11.5%	12.9%	0.4%	-10.5%
COc1ccccc1N(CC(=O)NCC1CCCO1)C(=O)CNS(=O)(=O)c1ccc(C)cc1 (stereo unspecified)	-4.0%[46.1 µM]	-0.9%	-8.7%	-1.2%	15.3%	-0.3%	-0.8%	5.5%
COc1ccccc1NC(=S)N1C2CCC1CC(NC(=O)NC13CC4CC(CC(C4)C1)C3)C2 (stereo unspecified)	-15.2%[46.1 µM]	-1.4%	-3.0%	3.7%	-10.0%	4.2%	0.9%	-14.0%
CCOC(=O)N1CCN(C(=O)CCn2nc(-c3ccc(Cl)cc3)ccc2=O)CC1	-9.6%[46.1 µM]	-0.2%	?	-8.1%	9.4%	7.7%	-0.6%	2.6%
Cc1cc(OCC(=O)Nc2ccc(CN3CCCCC3)cc2)ccc1Cl	8.6%	-0.1%	?	-3.1%	-3.1%	4.0%	-0.8%	-1.2%
COc1ccc(NS(=O)(=O)c2cccc(N3CC(O)=C(c4ccccc4)C3=N)c2)cc1	-2.1%[46.1 µM]	0.1%	0.3%	-24.1%	-11.6%	1.0%	-9.4%	?

Assay outcomes from PubChem BioAssay.

This is a subset; the hit share may differ from the screen's.
